SIRT5 block: SIRT5 desuccinylase inhibitors, primary screen, biochemical, fluorescence imaging, single point, set 5. Purified SirT5, succinyl-peptide AMC, trypsin-coupled fluorescence. inhibition, % at 15 µM. actives 1.1% (n = 330,000); in the data active = inhibition above about 15%
Target sequence (Q9NXA8 whole entry, looked up): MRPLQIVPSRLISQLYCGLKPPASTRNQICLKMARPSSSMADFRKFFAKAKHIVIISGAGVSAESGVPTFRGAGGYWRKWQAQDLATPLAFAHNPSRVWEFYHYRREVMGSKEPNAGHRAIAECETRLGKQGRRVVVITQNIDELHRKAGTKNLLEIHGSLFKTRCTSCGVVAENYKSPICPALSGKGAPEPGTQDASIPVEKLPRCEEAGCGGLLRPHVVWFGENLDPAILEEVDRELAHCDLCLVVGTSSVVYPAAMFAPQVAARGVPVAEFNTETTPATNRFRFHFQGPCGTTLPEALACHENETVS
Casp6 inh: human caspase-6 inhibitors, primary screen, biochemical, VEID-R110 fluorescence, single point, set 2; purified caspase-6, Z-VEID-R110 cleavage fluorescence; actives 0.53% (n = 350,000); inhibition, % at 12.5 µM;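 active = mean inhibition across replicates at least about 35%, with every replicate also reaching that limit, limit read from the data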;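 also: 0% = median of neutral control wells and 100% = no fluorescence left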
Target sequence (P55212 24-179 limits assumed): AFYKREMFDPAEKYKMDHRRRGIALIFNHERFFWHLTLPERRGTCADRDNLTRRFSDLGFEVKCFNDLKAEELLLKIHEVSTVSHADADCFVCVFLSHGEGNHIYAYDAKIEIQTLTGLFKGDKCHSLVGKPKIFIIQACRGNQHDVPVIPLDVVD
Target sequence (P55212 194-293 limits assumed): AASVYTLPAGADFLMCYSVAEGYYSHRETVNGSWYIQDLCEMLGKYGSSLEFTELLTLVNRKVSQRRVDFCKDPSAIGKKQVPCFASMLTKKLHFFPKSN
S100A4 inh HTS: inhibitors of S100A4-myosin IIA peptide binding, primary screen, biochemical, fluorescence polarization, TAMRA-MyoIIA peptide. Protein S100-A4 (Homo sapiens), P26447. inhibition, % at 10.7 µM. actives 0.14% (n = 360,000). AID 652163, 2013;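 active = mean inhibition of at least 70% across replicates, with every replicate also reaching that level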
Target sequence (P26447 whole entry, looked up): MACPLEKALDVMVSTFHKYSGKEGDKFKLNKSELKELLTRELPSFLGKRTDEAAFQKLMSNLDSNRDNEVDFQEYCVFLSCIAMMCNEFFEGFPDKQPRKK
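Assay system: human S100A4 monomer with TAMRA-labelled myosin IIA peptide / Buffer or medium: Calcium-containing HEPES buffer, pH 7.2 / Reagent: TAMRA-labelled myosin IIA heavy-chain peptide probe, 5 nM / Compound: one dose per compound / Timing: polarization read 5 min after assay mix addition, stable 5–60 min / Benchmarks: neutral control DMSO, positive control TFP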
LGR2 inh: inhibitors of bursicon-induced LGR2 CRE-luciferase signal, primary screen, cell-based, HEK293, CRE-luciferase reporter, bursicon stimulation. Drosophila bursicon receptor LGR2 (rickets). bursicon-stimulated, 4 h. inhibition, % at 9.99 µM. actives 0.35% (n = 380,000). AID 720647, 2013;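 active = drop in luminescence signal, shown as inhibition above about 50% in the replicate tests, limit read from the data, passing the limit was not always enough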;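 also: agonist challenge used bursicon conditioned medium at about half maximal strength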
FN deposition inh: inhibitors of fibronectin matrix deposition, primary screen, AH1F cells, Alexa488-fibronectin fluorescence, plate reader | AH1F fibroblasts, overnight | inhibition, % at 12.6 µM | actives 0.086% (n = 350,000);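 active = mean inhibition across replicates of 30% or more, regardless of how many single replicates reach that level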;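 also: positive control wells lacked labelled fibronectin entirely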
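material = AH1F fibroblast monolayer depositing Alexa488-labelled fibronectin into matrix | amount = 10000 AH1F cells/well | buffer or medium = DMEM plus 2% serum, read in PBS | incubation = 1 h cell adhesion before compound, then overnight fibronectin incubation | detection = fluorescence at 485 nm excitation, 525 nm emission | evaluation = percent inhibition as loss of matrix-bound fibronectin fluorescence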
C2C12 statin: suppressors of statin myotoxicity in C2C12 myotubes, primary screen, cell-based, single point, plate reader | C2C12 myotubes + simvastatin, ATP luminescence, 48 h; scaled: DMSO 0, geranylgeraniol control 100 | rescue of ATP level, % at 7.49 µM | actives 0.78% (n = 330,000) | AID 602340, 2012;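 active = mean ATP rescue above about 67%, or every replicate alone reaching that limit, limit read from the data, passing the limit was not always enough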;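 also: myotubes were challenged with 10 µM simvastatin during compound exposure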
esBAF inh: Bmi1 luciferase reporter increase in mESCs, primary screen, esBAF inhibitor project, mouse ES cells, Bmi1 luciferase knock-in, single point. 24 h; 100% = twice the neutral-well signal. reporter increase, % at 12.5 µM. actives 2% (n = 350,000); in the data active = activation above about 40%;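 also: 0% = median of the plate's neutral control wells and 100% = double that signal; a rise in the Bmi1 reporter signal indicates esBAF inhibition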
Starred values were filed as active, the others as inactive; x = not tested or not shown.

Screens in order: SIRT5 block, Casp6 inh, S100A4 inh HTS, LGR2 inh, FN deposition inh, C2C12 statin, esBAF inh
Cc1ccccc1Cn1c(C)c(C(=O)NCc2cccc(Cl)c2)sc1=O
→ x, -1, -1, 4, 12, 5, 7
O=C(C[C@H]1CC[C@@H]2[C@H](COC[C@H](O)CN2Cc2cccc(Cl)c2)O1)N1CCOCC1
→ 6, -1, 7, 18, -5, 8, -2
O=C(c1ccccc1)c1ccc(OCCOCCN2CCN(Cc3ccccc3)CC2)cc1
→ -3, x, -6, -2, x, x, x
COc1ccc2[nH]c3c(NCCCN4CCCC4=O)ncnc3c2c1
→ x, x, x, -32, -2, -20, 9
COc1cc(CNCCc2ccccc2)ccc1OCc1ccc(Cl)nc1
→ -10, -4, 4, 3, x, -5, 1
C[C@@H]1CN([C@H](C)CO)S(=O)(=O)c2ccc(-c3ccc(C#N)cc3)cc2O[C@@H]1CN(C)Cc1ccccn1
→ 0, x, 0, -2, x, -9, -1
CCCCn1c(N)c(N(CCOC)C(=O)COC(=O)COc2cccc(C(C)=O)c2)c(=O)[nH]c1=O
→ 1, -4, 0, -8, 2, x, x
O=C(c1cc(COc2c(F)cccc2F)on1)N1CCCCCC1
→ 0, 1, -2, -49, -7, x, x
CNS(=O)(=O)c1ccc2nc(NC(=O)c3ccc(N4C(=O)CCC4=O)cc3)sc2c1
→ 8, 0, 35, 9, 0, x, x
N#C[C@H]1[C@@H](c2ccccc2)[C@H](CO)N1S(=O)(=O)Cc1ccccc1
→ 0, -3, 6, -1, -2, -2, -4
C=CCn1c(SCC)nc2sc3c(c2c1=O)CCc1ccccc1-3
→ x, x, x, -3, 7, 10, -13
Cc1ccccc1-c1ccc([C@H]2[C@H](CO)N3CCCCN(S(=O)(=O)Cc4ccccc4)C[C@@H]23)cc1
→ 9, -2, -3, 7, 6, -35, 3
Cc1cc2oc(=O)cc(CN3CCOCC3)c2c(C)c1Cl
→ -3, -4, -5, 0, 5, 7, 6
CC(C)c1[nH]nc2c1C(c1ccc(Br)cc1)NC2=O (configuration not stated)
→ -1, -2, -13, -15, -5, x, x
COc1ccc(NC(=O)CSc2nnc(CNC(=O)c3ccco3)o2)c(OC)c1
→ x, x, x, x, -5, -2, 0
COc1ccc(CN(C)C(=O)[C@@H](Cc2ccccc2)NC(=O)[C@H]2O[C@@H](n3ccc(N)nc3=O)[C@H](O)[C@@H]2O)cc1OC
→ 1, 0, -8, -5, 0, x, x
CN(C(=O)c1cccc(NC(=O)Cc2cccc(NC(=O)C3CCCN(C(=O)C4CCCCC4)C3)c2)c1)C1CC1 (configuration not stated)
→ 4, 5, 6, 3, 9, -17, 5
CO[C@H]1CN(C)C(=O)c2ccc(NC(=O)c3ccccc3F)cc2OC[C@@H](C)N(C(C)=O)C[C@@H]1C
→ 0, 0, 7, 6, -6, -16, -4
C[C@H]1CN([C@@H](C)CO)C(=O)c2cc(NC(=O)Nc3ccc4c(c3)OCO4)ccc2O[C@@H]1CN(C)CC1CCCCC1
→ 7, -3, 1, 12, x, 5, -1
CN1CCN(C(=O)/C(=C\c2cccnc2)NC(=O)c2cccc(Br)c2)CC1
→ -3, 34, 48, 15, -2, -1, -5
COc1ccc(OCc2cc(C(=O)N3CCOCC3)no2)c(Cl)c1
→ -1, -2, -1, -21, -10, -1, 37
CCOC(=O)CSc1nnc(CNC(=O)c2ccc(S(=O)(=O)N3CCCC3)cc2)n1C
→ x, x, x, -13, -1, 14, -1
COc1cccc(CC2(CO)CCCN(Cc3ccc(CN4CCCCC4)s3)C2)c1 (configuration not stated)
→ 0, -11, -14, 30, 6, x, x
O=C(COC(=O)C1CC(=O)N(Cc2ccco2)C1)c1ccc(OC(=O)c2ccccc2)cc1 (configuration not stated)
→ x, x, x, x, 4, 8, 14
C[C@H](CO)N1C[C@H](C)[C@@H](CN(C)C)Oc2ncc(-c3cccnc3)cc2C1=O
→ 8, -4, -3, x, x, -8, 3
CCOC(=O)CSc1nnc(-c2ccc(S(=O)(=O)NCc3cccs3)cc2)o1
→ -5, -2, 9, 0, -4, -3, -4
O=C(O)c1ccc2c(c1)S(=O)(=O)N=C1CCCCCN12
→ 6, 1, 11, 31, 3, 3, 2
COc1ccc(CCNC(=O)COC(=O)c2cc(=O)[nH]c3ccccc23)cc1
→ -3, -1, 1, -14, -7, -1, -12
CCC(=O)N(C)C[C@@H]1Oc2ncc(C#CC(C)C)cc2C(=O)N([C@H](C)CO)C[C@@H]1C
→ 1, x, -39, 8, x, -19, 1
CCOc1ccc(-c2c(C(=O)N/N=C/c3ccc(O)cc3)nnn2-c2nonc2N)cc1
→ 6, 1, -2, 9, 2, -2, -1
COc1ccccc1-c1cn(CC[C@H]2CC[C@@H](NC(=O)NC(C)C)[C@H](CO)O2)nn1
→ 1, 0, 19, 8, -4, -5, 3
CCCCc1cc(=O)oc2cc(O)ccc12
→ -119, 4, 0, -3, -6, 14, 3
O=C(Cn1c(=O)ccn(Cc2ccccc2)c1=O)Nc1cccc(S(=O)(=O)N2CCOCC2)c1
→ 2, 2, 1, 1, 1, x, x
CCn1c(=O)cc(N2CCC3(CC2)OCCO3)[nH]c1=O
→ -1, 0, 1, 10, 1, -4, 13
O=C(CN1CCN(S(=O)(=O)N2CCCCCC2)CC1)Nc1ccc(Br)cc1
→ -3, 1, 1, -10, 3, -7, -3
CSC1(SC2=NCCN2)SC2(NCCN2)S1
→ -1, -11, 5, -5, 4, x, x
Cc1nc2ccc(C(=O)Nc3ccccc3Cl)cc2s1
→ 1, 2, -8, -74, 2, -4, 33
CN(C)CC(C)(C)CNC(=O)C1CCN(CCCc2ccccc2)CC1
→ -1, -67, -6, -1, 2, 1, -2
CCC(=O)N1[C@@H]2c3cccc(=O)n3C[C@H]1[C@H](CO)[C@H]2C(=O)N1CCc2ccccc2C1
→ 0, 1, 1, 34, x, -7, 2
COc1ccccc1C(=O)Nc1c(-c2ccccc2)nc2ccccn12
→ -10, -6, -2, -9, 3, 12, -4

Next part (5 carried over from the part before).
Screens in order: SIRT5 block, Casp6 inh, S100A4 inh HTS, LGR2 inh, FN deposition inh, C2C12 statin, esBAF inh
CSC1(SC2=NCCN2)SC2(NCCN2)S1
→ -1, -11, 5, -5, 4, x, x
Cc1nc2ccc(C(=O)Nc3ccccc3Cl)cc2s1
→ 1, 2, -8, -74, 2, -4, 33
CN(C)CC(C)(C)CNC(=O)C1CCN(CCCc2ccccc2)CC1
→ -1, -67, -6, -1, 2, 1, -2
CCC(=O)N1[C@@H]2c3cccc(=O)n3C[C@H]1[C@H](CO)[C@H]2C(=O)N1CCc2ccccc2C1
→ 0, 1, 1, 34, x, -7, 2
COc1ccccc1C(=O)Nc1c(-c2ccccc2)nc2ccccn12
→ -10, -6, -2, -9, 3, 12, -4
CCOC(=O)C(NC(=O)CC)(Nc1ccc(S(=O)(=O)Nc2cc(C)on2)cc1)C(F)(F)F (configuration not stated)
→ x, x, x, x, 0, -1, -7
CSc1nc(N2CCOCC2)c2sccc2n1
→ -1, 1, -21, -20, -9, x, x
CC1(C)CC(NC(=O)CCc2nnc(CCCCc3ccccc3)o2)CCO1 (configuration not stated)
→ -2, 0, -6, -9, -3, x, x
Cc1ccc(NC(=O)CC2SC(=O)NC2=O)cc1 (configuration not stated)
→ x, x, x, 20, x, 0, 2
Cc1cccc(NC(=O)c2ccc(Cl)c(S(=O)(=O)N3CCc4ccccc43)c2)n1
→ -3, -1, -2, 4, -3, -29, 15
C[C@@H]1CN([C@H](C)CO)S(=O)(=O)c2ccc(Br)cc2O[C@@H]1CN(C)CC1CC1
→ -4, 7, 9, 10, 0, -25, 0
C=CCN1C=C2C(=O)C(C)(OC(=O)CCC(=O)OC)C(=O)C=C2C=C1C1CC1 (configuration not stated)
→ x, 17, 11, 12, 1, -4, -4
Cc1nc2sc(C(c3ccccc3)N3CCN(C)CC3)c(O)n2n1 (configuration not stated)
→ -12, 0, -3, -23, 1, 3, 4
C[C@H](NC(=O)c1ccco1)C(=O)Nc1ccc(S(=O)(=O)N2CCCC2)cc1
→ x, x, x, x, -5, -1, 0
C[C@H](CO)N1C[C@H](C)[C@@H](CN(C)C(=O)c2ccccn2)Oc2ncc(-c3ccc(F)cc3)cc2C1=O
→ 3, 1, 13, 1, 6, -20, 4
CC(=O)c1ccc(S(=O)(=O)N2CCN(S(=O)(=O)c3ccccc3C(F)(F)F)CC2)cc1
→ -4, 0, -2, 6, -2, -17, 0
COc1cc(/C=N/NC(=O)CC#N)cc(Br)c1O
→ 3, 2, -1, -3, -8, x, x
Clc1cccc(Cl)c1Cn1cc(Br)cn1
→ -3, 1, -9, 0, x, -18, 2
O=C(Nc1ccc(F)cc1)N[C@H]1C=C[C@H](CC(=O)N2CCOCC2)O[C@@H]1CO
→ 0, 4, 25, 2, -2, -27, -1
CCOC(=O)COn1c(=O)c(-c2ccc(Br)cc2)[n+]([O-])c2ccccc21
→ -1, 1, 2, 11, 1, 5, 27
COc1cc2ncnc(NCc3ccc(F)cc3)c2cc1OC
→ -2, 0, -5, -6, 2, -15, -1
COC(=O)Cn1c2ccc(C)cc2c2nc3ccccc3nc21
→ -4, 1, -6, -19, -1, -2, 9
COc1ccc(NC(=O)Nc2ccc3c(c2)C(=O)N([C@@H](C)CO)C[C@@H](C)[C@H](CN(C)Cc2ccccc2)O3)cc1
→ 4, 0, -1, -17, x, -36, 0
CCCc1nnc(NS(=O)(=O)c2ccccc2)s1
→ -5, -1, -1, 8, 14, -6, -2
CCOc1cc(C(=O)NC(CC(=O)O)c2ccc(OC3CCCC3)cc2)cc(OCC)c1OCC (configuration not stated)
→ 24*, -1, 1, -1, 0, -3, 0

Single records (already shown).
Profile of `CCn1c(=O)cc(N2CCC3(CC2)OCCO3)[nH]c1=O` : SIRT5 block = -1; Casp6 inh = 0; S100A4 inh HTS = 1; LGR2 inh = 10; FN deposition inh = 1; C2C12 statin = -4; esBAF inh = 13
Profile of `C[C@H](NC(=O)c1ccco1)C(=O)Nc1ccc(S(=O)(=O)N2CCCC2)cc1` : SIRT5 block = x; Casp6 inh = x; S100A4 inh HTS = x; LGR2 inh = x; FN deposition inh = -5; C2C12 statin = -1; esBAF inh = 0

Additional results follow.
Screens in order: SIRT5 block, Casp6 inh, S100A4 inh HTS, LGR2 inh, FN deposition inh, C2C12 statin, esBAF inh
Cc1cc(C)nc(NC(=O)Nc2ccc3c(c2)OCO3)c1
→ 2, 0, -1, -81, 1, x, x
COc1cc(/C=N/NC(=O)c2cccnc2)cc(Br)c1O
→ 4, 2, 2, -13, -5, 5, -6
CCCC#Cc1ccc2c(c1)O[C@@H](CN(C)C(=O)Nc1ccc(OC)cc1)[C@@H](C)CN([C@@H](C)CO)S2(=O)=O
→ 3, -2, 7, 10, x, 50, 8
Cc1ccc(C(=O)O/N=C(\N)c2nonc2N)cc1
→ 1, -4, -6, 78*, 11, x, x
COc1ccc(C(c2nnnn2Cc2ccccc2)N2CCN(C(=O)c3ccco3)CC2)cc1 (configuration not stated)
→ x, x, x, 5, x, -41, 14
CN(C(=O)COC(=O)c1ccc(Cl)cc1N)C1CCCCC1
→ -4, 0, -8, -14, -11, x, x
COc1cc(C(=O)Nc2ccc3nc(N4CCOCC4)sc3c2)cc(OC)c1OC
→ 2, -1, 2, -6, 7, -28, 10
COc1ccccc1NC(=O)Nc1ccc2c(c1)C(=O)N(C)C[C@@H](OC)[C@H](C)CN(C)[C@@H](C)CO2
→ 4, x, -7, 1, 6, -5, 1
CC(=O)N1CCN(C(=O)c2ccc(S(=O)(=O)Nc3cccc(C(F)(F)F)c3)cc2)CC1
→ 2, -6, 3, -15, -2, 3, 1

A portion of the library (hit frequency here may not be typical).
